# TRPC4 block = inhibitors of mouse TRPC4 channel, primary screen, Fluo4 calcium, HEK293 TRPC4beta/mu-opioid cells | DAMGO-evoked Fluo4 calcium flux; active compounds read low | B-score at 10 µM | hit rate 0.39% among 300,000 | AID 2247, 2010;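 active means B-score over 3 SD under the library average, no early fluorescence shift, positive overall ratio signal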
# Target sequence (Q9QUQ5 whole entry, looked up): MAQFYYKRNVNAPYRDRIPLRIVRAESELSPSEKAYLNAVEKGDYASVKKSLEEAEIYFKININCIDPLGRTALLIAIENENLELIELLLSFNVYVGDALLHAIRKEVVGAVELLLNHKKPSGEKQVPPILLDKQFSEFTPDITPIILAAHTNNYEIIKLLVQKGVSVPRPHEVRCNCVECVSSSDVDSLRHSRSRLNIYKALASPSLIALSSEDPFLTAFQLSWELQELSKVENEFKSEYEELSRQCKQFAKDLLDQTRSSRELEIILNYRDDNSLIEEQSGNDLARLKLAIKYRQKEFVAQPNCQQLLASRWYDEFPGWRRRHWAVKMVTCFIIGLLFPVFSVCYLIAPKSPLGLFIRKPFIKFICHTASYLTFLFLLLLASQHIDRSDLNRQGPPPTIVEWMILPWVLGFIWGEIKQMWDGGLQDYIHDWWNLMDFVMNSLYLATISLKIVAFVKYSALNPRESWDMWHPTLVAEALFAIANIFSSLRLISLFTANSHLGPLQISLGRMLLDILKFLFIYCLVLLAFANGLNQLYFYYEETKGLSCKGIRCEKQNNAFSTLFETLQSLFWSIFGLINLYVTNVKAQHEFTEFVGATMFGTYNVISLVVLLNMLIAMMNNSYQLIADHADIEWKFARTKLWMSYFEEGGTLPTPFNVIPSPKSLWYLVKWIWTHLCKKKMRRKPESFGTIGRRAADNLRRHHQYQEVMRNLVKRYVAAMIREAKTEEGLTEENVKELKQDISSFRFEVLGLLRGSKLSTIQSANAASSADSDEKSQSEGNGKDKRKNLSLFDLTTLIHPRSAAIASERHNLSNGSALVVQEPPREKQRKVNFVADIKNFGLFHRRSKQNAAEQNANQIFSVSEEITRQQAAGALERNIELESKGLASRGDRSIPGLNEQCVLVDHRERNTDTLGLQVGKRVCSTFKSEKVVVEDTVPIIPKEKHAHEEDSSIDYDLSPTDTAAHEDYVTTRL
#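 Test system – stable TRPC4beta/mu-opioid receptor HEK293 cells · Probe or stimulus – DAMGO, a submaximal dose followed by a maximal one · Dosing – one concentration per compound · Signal – Fluo4 calcium fluorescence by kinetic imaging, 5 s 1 Hz baseline · Evaluation – per-well B score of integrated baseline-normalized Fluo4 ratio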
# MrgX1 antagonist = antagonists of human MrgX1 receptor, primary screen, HEK293 cells, Fluo-4 calcium flux. Mas-related G-protein coupled receptor member X1 (Homo sapiens), Q96LB2. BAM8-22 antagonism; active compounds read low. B-score at 10 µM. hit rate 1.3% among 310,000. AID 588676, 2011;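 active means calcium-response B-score plate-corrected more than 3 library SD below zero, starting fluorescence within 5 deviations, no agonist response on first addition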;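 further: peak minus trough fluorescence over baseline after final BAM8-22 challenge near maximal dose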
# TMEM16A act = TMEM16A chloride channel activators or potentiators, primary screen, cell-based, HTS; HEK293 TMEM16A/YFP-H148Q/I152L, iodide quench fluorescence; active compounds read low; B-score at 10 µM; Anoctamin-1 (Mus musculus), Q8BHY3; hit rate 0.3% among 340,000;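 active means fluorescence-ratio B-score plate-corrected deviation score at least 3 library SD below zero, with starting fluorescence score within 5 deviations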;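 further: channel opened by trigger with iodide after compound preincubation; score built on the fluorescence ratio of max minus min over baseline; more negative score means more quench and so TMEM16A activation or potentiation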
# MrgX1 ag = agonists of human MrgX1 receptor, primary screen, HEK293 cells, Fluo-4 calcium flux; Fluo-4 calcium fluorescence, agonist mode; active compounds read high; Mas-related G-protein coupled receptor member X1 (Homo sapiens), Q96LB2; hit rate 0.44% among 310,000; B-score at 10 µM;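 active means calcium response B-score plate-corrected fluorescence ratio at least 3 library SD, with starting fluorescence B-score inside 5 SD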
#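 System: HEK293 cells stably expressing human MrgX1 receptor; Dosing: test compound in the initial addition of three; Schedule: overnight plating, then 30 min 37 °C plus 30 min room-temperature dye loading; Detection: kinetic calcium dye fluorescence, Fluo-4 NW; Controls: per-plate positive and negative controls for Z′ factor.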
# TRPC4 agonist = activators of mouse TRPC4 channel, primary screen, Fluo4 calcium, HEK293 TRPC4beta/mu-opioid cells. Short transient receptor potential channel 4 (Mus musculus), Q9QUQ5. Fluo4 calcium fluorescence; active compounds read high. B-score at 10 µM. hit rate 0.49% among 310,000. AID 2237, 2010;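 active means B-score above 5 SD of library B-scores, and initial fluorescence ratio not above library mean plus 5 SD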;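 further: positive B-score marks a calcium rise read as TRPC4 activation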
#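 Incubation: 45 min room-temperature Fluo4 loading, 110 s read / System: HEK293 cells stably co-expressing mouse TRPC4beta and mu-opioid receptor / Signal: Fluo4 fluorescence, kinetic / Control set: buffer (low) and maximal DAMGO (high) / Measure: integrated baseline-normalised fluorescence ratio, converted to per-well B score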
# TRPC6 inhibitor = mouse TRPC6 channel inhibitors, primary screen, cell-based, HEK293, membrane potential dye | Short transient receptor potential channel 6 (Mus musculus), Q61143 | ACh-evoked depolarization; active compounds read low | B-score at 10 µM | hit rate 1.1% among 310,000 | AID 2553, 2010;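 active means B-score under library mean minus 3 SD, initial fluorescence not abnormally high, positive integrated signal ratio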;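 further: B-score derived from integrated fluorescence ratio over the kinetic read; more negative B-score means stronger inhibition of depolarization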
# ANO1 block = TMEM16A chloride channel inhibitors, primary screen, cell-based, HTS; hit rate 1.2% among 310,000; Anoctamin-1 (Mus musculus), Q8BHY3; normalized B-score (activity score, 25-100; higher = stronger inhibition) at 10 µM; HEK293 TMEM16A/YFP iodide influx fluorescence, ionomycin;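 active means ratio plate-corrected score three or more library SD toward inhibition, starting fluorescence score within five deviations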;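 further: score derived from kinetic fluorescence span divided by baseline fluorescence per well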
# TRPC6 activator = mouse TRPC6 channel activators, primary screen, cell-based, HEK293, membrane potential dye | HEK293-TRPC6 membrane potential dye fluorescence; active compounds read high | Short transient receptor potential channel 6 (Mus musculus), Q61143 | hit rate 0.13% among 310,000 | B-score at 10 µM | AID 2550, 2010;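 active means B-score of the integrated fluorescence ratio above library mean plus 3 SD, and starting fluorescence ratio within library mean plus 5 SD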;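 further: higher score means more depolarization so channel activation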
# TRPC4 potent = positive allosteric modulators of TRPC4, primary screen, cell-based, mouse TRPC4beta, HEK293 mu-opioid, Fluo-4 calcium. B-score at 10 µM. DAMGO EC20, Fluo-4 Ca2+ flux; active compounds read high. Short transient receptor potential channel 4 (Mus musculus), Q9QUQ5. hit rate 0.42% among 310,000;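 active means B-score of calcium response area above 5 SD of library B-scores, with initial fluorescence ratio within 5 SD of library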;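 further: B-score of integrated fluorescence ratio over time as area under calcium response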
# SKKanGAS inh = S. pyogenes SKKanGAS growth inhibitors in kanamycin, primary screen, streptokinase expression inhibitor project, SKKanGAS strain, BacTiter-Glo luminescence; 6 h; inhibition, % at 7.5 µM; hit rate 1.3% among 300,000; AID 1662, 2009;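 active means mean replicate score, as percent of positive control median, at least 50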;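 further: strain carries kanamycin resistance gene driven by streptokinase promoter and grows in 40 µg/ml kanamycin; loss of luminescence reflects streptokinase promoter inhibition or plain growth inhibition; 0% = median of DMSO wells and 100% = positive control at its reference dose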
# MrgX1 PAM = positive allosteric modulators of MrgX1, primary screen, HEK293 cells, Fluo-4 calcium flux. B-score at 10 µM. AID 588675, 2011. Mas-related G-protein coupled receptor member X1 (Homo sapiens), Q96LB2. hit rate 0.63% among 310,000. FDSS; active compounds read high;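 active means plate-corrected calcium response at least 3 library SD above typical, normal starting fluorescence, not activating the receptor alone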;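 further: compound read alongside a low EC10 to EC30 dose of BAM8-22 agonist; peak minus trough fluorescence over baseline measured at the second addition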
# * marks the source's active call; other numbers are inactive results; i = inactive; / = not tested or not shown. Compounds were not picked by outcome; about 6.7% have a hit in one of these screens.
SMILES,TRPC4 block,MrgX1 antagonist,TMEM16A act,MrgX1 ag,TRPC4 agonist,TRPC6 inhibitor,ANO1 block,TRPC6 activator,TRPC4 potent,SKKanGAS inh,MrgX1 PAM
COc1ccc(-c2nc(C)c(C(C)=O)n2O)cc1[N+](=O)[O-],i,i,i,i,i,i,i,i,i,3.7,i
Cc1noc(C)c1COc1ccccc1C(=O)NCCc1ccc(Cl)cc1,i,i,i,i,i,i,i,i,i,-7.3,i
COc1cc(/C=C2/SC(=S)N(Cc3ccccc3)C2=O)ccc1OS(C)(=O)=O,i,i,i,i,i,i,i,i,i,-2.9,i
CC1=NN(c2ccc(C)cc2C)C(=O)C1C(c1cccc(O)c1)C1C(=O)N(c2ccc(C)cc2C)N=C1C (configuration not stated),i,i,i,i,i,i,i,i,i,26.0,i
CCCCn1c(N)c(N(CC)C(=O)CSCc2c(C)noc2C)c(=O)[nH]c1=O,i,i,i,i,i,i,i,i,i,49.2,i
Nc1cccc(C(=O)N/N=C/c2ccsc2)c1,i,i,i,i,i,i,i,i,i,-2.2,i
COc1ccccc1/C=C1\N=C(C(C)(C)C)OC1=O,i,i,i,i,i,i,i,i,i,-2.9,i
CCOc1ccc(N2CC(C(=O)Nc3cc(C)on3)CC2=O)cc1 (configuration not stated),i,i,i,i,i,i,i,i,i,2.1,i
O=C(NCCCN1CCCC1=O)Nc1ccc(F)c(Cl)c1,i,i,i,i,i,i,i,i,i,-0.7,i
Cc1nn(-c2ccc(N3CCOCC3)nn2)c(C)c1CCC(=O)NCc1ccccc1,i,i,i,i,i,i,i,i,i,-3.1,i
COc1ccc(C(=O)NNC(=O)CSc2nnc(C)n2CC2CCCO2)cc1 (configuration not stated),i,i,i,i,i,i,i,i,i,/,i
CCOc1ccc(NC(=O)C(C)Sc2nnnn2C)cc1 (configuration not stated),i,i,i,i,i,i,i,i,i,0.0,i
CCOc1ccccc1N1CCN(CC(=O)NCCc2ccc(S(N)(=O)=O)cc2)CC1,i,i,-5.45*,i,i,i,i,i,i,-2.5,i
COCCn1c(N)c(N(Cc2ccccc2)C(=O)CN2C(=O)NC(C)(c3ccccc3)C2=O)c(=O)[nH]c1=O (configuration not stated),i,i,i,i,i,i,i,i,i,-0.3,i
N#Cc1nc(N2CCCC2)nc(N2CCCC2)n1,i,i,i,i,i,i,100*,i,i,0.0,i
O=C(Nc1nnc(Cc2ccccc2)s1)C1CCN(C(=O)c2ccco2)CC1,i,i,i,i,i,i,i,i,i,-6.5,i
O=C1CC(C(=O)N2CCCc3ccccc32)CN1c1ccc(Cl)cc1 (configuration not stated),i,i,i,i,i,i,i,i,i,-7.0,i
CCOc1ccc(CCNC(=O)C(CC)n2nc(C)n3c(cc4sccc43)c2=O)cc1OCC (configuration not stated),i,i,i,i,i,i,i,i,i,1.7,i
CCOC(=O)C1CCCN(CCC(=O)Nc2ccc(F)c(F)c2)C1 (configuration not stated),i,i,i,i,i,i,i,i,i,-3.9,i
COc1ccc(C2(CNC(=O)c3ccc(N)cc3)CCCC2)cc1,i,i,i,i,i,i,i,i,i,-1.3,i
CCN(CC)c1ccc(NC(=O)CSc2nnc3nc(C)cc(C)n23)cc1,i,i,i,i,i,i,i,i,i,-1.2,i
COc1ccc(N2CC(C(=O)N/N=C/c3ccc(C)cc3)CC2=O)cc1 (configuration not stated),i,i,i,i,i,i,i,i,i,-9.9,i
Cc1ccc(Oc2cc(NC(=O)CCCn3nc(C)c([N+](=O)[O-])c3C)cc([N+](=O)[O-])c2)cc1,i,i,i,i,i,i,i,i,i,12.1,i
Cc1ccc(N(C(=O)CNC(=O)c2ccco2)C(C(=O)NC2CCCCC2)c2cccnc2)c(C)c1 (configuration not stated),i,i,i,i,i,i,i,i,i,-0.8,i
CC(On1nnc2ccccc21)C(=O)N1CCN(Cc2ccccc2)CC1 (configuration not stated),i,i,i,i,i,i,i,i,i,/,i
# Next section
SMILES,TRPC4 block,MrgX1 antagonist,TMEM16A act,MrgX1 ag,TRPC4 agonist,TRPC6 inhibitor,ANO1 block,TRPC6 activator,TRPC4 potent,SKKanGAS inh,MrgX1 PAM
Cc1cc(C)c(S(=O)(=O)N2CCCCC2C(=O)O)c(C)c1 (configuration not stated),i,i,i,i,i,i,i,i,i,-3.5,i
CC(=O)Nc1ccc(S(=O)(=O)Nc2ccc(Nc3ccccc3)cc2)cc1,i,i,i,i,i,i,i,i,i,-7.5,i
CC1CN(c2nc3ccccn3c(=O)c2/C=C(\C#N)C(=O)N2CCOCC2)CC(C)O1 (configuration not stated),i,i,i,i,i,i,i,i,i,-1.2,i
O=C(CNS(=O)(=O)c1cccs1)N1CCc2ccccc2C1,i,i,i,i,i,i,i,i,i,-5.9,i
CC(=O)C[C@H]1c2cc(C(F)(F)F)ccc2S(=O)(=O)N1C1CCCCC1,i,i,i,i,i,i,i,i,i,4.1,i
CCc1cccc(NC(=O)c2ccc(CNc3c(N4CCCC4)c(=O)c3=O)cc2)c1,i,i,i,i,i,i,i,i,i,10.0,i
CCOc1ccccc1C(=O)NCC(=O)N(C)Cc1cccnc1,i,i,i,i,i,i,i,i,i,-8.7,i
CCOCCCNC(=O)Cn1nc(-c2ccccc2)ccc1=O,i,i,i,i,i,i,i,i,i,-1.5,i
COc1cc(CC(=O)NC(c2ccccc2)c2ccccc2)cc(OC)c1OC,i,i,i,i,i,i,i,i,i,-2.6,i
S=C(NCCCN1CCOCC1)Nc1cccc(Cl)c1,i,i,i,i,i,i,i,i,i,-5.1,10.8*
CC1(NC(=O)Nc2cccc3ccccc23)CCS(=O)(=O)C1 (configuration not stated),i,i,i,i,i,i,i,i,i,1.6,i
CSc1ncccc1C(=O)OCC(=O)N1CCOCC1,i,i,i,i,i,i,i,i,i,1.8,i
O=C(COc1ncnc2ccccc12)NCc1ccc2c(c1)OCO2,i,i,i,i,i,i,i,i,i,-5.6,i
O=C(CCC(=O)NNC(=O)COc1ccc(Br)cc1Br)NCc1ccccc1,i,i,i,i,i,i,i,i,i,2.9,i
COc1ccccc1C1=NNC(=NCc2ccccc2)SC1,i,i,i,i,i,i,i,i,i,-2.8,i
CCN(CC)S(=O)(=O)c1ccc(N/N=C(\C)c2ccc(OC)cc2O)nc1,i,i,i,i,i,i,i,i,i,81.8*,i
CCn1c(C)[n+](CCOCC[n+]2c(C)n(CC)c3cc(Cl)c(Cl)cc32)c2cc(Cl)c(Cl)cc21,/,i,i,i,/,/,i,/,/,/,i
Cc1onc(C(=O)NN)c1C(=O)N1CCN(C(c2ccccc2)c2ccccc2)CC1,i,i,i,i,i,i,i,i,i,2.0,i
CNS(=O)(=O)c1cnccc1N1CCN(C)CC1,i,i,i,i,i,i,i,i,i,-9.1,i
O=C(CN1C(=O)C(=O)N(Cc2ccco2)C1=O)NC1CCCCC1,i,i,i,i,i,i,i,i,i,5.4,i
CCCCn1nnnc1NCc1cccs1,i,i,i,i,i,i,i,i,i,-10.1,i
CC(C)NC(=O)N1CCC(c2nc3ccccc3s2)CC1,i,i,i,i,i,i,i,i,i,-5.8,i
C/C(N)=C(/C#N)C(=O)COC(=O)c1ccccc1Cc1ccccc1,i,i,i,i,i,-8.26*,i,i,i,1.6,i
Nc1ncnc(N(c2ccccc2)C2CCCCC2)c1[N+](=O)[O-],i,i,i,i,i,i,i,i,i,-1.0,i
O=C(CSc1ccc([N+](=O)[O-])cc1)Nc1cccc(S(=O)(=O)Nc2ccccc2F)c1,i,i,i,i,i,i,i,i,i,12.8,i
# Next part.
SMILES,TRPC4 block,MrgX1 antagonist,TMEM16A act,MrgX1 ag,TRPC4 agonist,TRPC6 inhibitor,ANO1 block,TRPC6 activator,TRPC4 potent,SKKanGAS inh,MrgX1 PAM
O=[N+]([O-])c1ccc(C(=S)N2CCC(Cc3ccccc3)CC2)cc1,i,i,i,i,i,i,i,i,i,8.5,i
O=C(CBr)N1CCc2ccccc2C(c2ccccc2)C1 (configuration not stated),i,i,i,i,i,i,i,i,i,-0.9,i
C/C(=N\NC(=O)CNC(=O)c1ccncc1)c1ccc(C)cc1,i,i,i,i,i,i,i,i,i,-9.8,i
CC1CCCCN1S(=O)(=O)c1ccc(S(=O)(=O)N2CCN(c3ccccc3)CC2)cc1 (configuration not stated),i,i,i,i,i,i,i,i,i,-2.9,i
CCOc1ccc(N2C(=O)CC(n3nc(C)cc3C)C2=O)cc1 (configuration not stated),i,i,i,i,i,i,i,i,i,0.0,i
CCOC(=O)c1cc(=O)n(Cc2ccccc2C)c2ccccc12,i,i,i,i,i,i,i,i,15*,-1.1,i
CCOc1ccc(N2CC(C(=O)NC3=NCCS3)CC2=O)cc1 (configuration not stated),/,i,i,i,i,i,i,i,i,0.0,i
O=C(Nc1ccc(-c2nc3ccccc3[nH]2)cc1)c1ccc(N2C(=O)CCC2=O)cc1,i,i,i,i,i,i,i,i,i,22.0,i
COc1ccc(/C=C2\CN(Cc3ccccc3)C/C(=C\c3ccc(OC)cc3OC)C2=O)c(OC)c1,i,i,i,i,i,i,i,i,i,-1.9,i
CC(C)(Oc1ccc(Cl)cc1)C(=O)Nc1ncccn1,i,i,i,i,i,i,i,i,i,-4.4,i
CCn1c(C)nc2c1C(=O)c1ccccc1C2=O,i,i,i,i,i,i,i,i,i,2.7,6.92*

# Source: PubChem (several laboratories)
